Screening results from PubChem.
human PMI inhibitors – MPI inhibition at elevated mannose 6-phosphate – biochemical, fluorescence intensity, high mannose 6-phosphate, primary screen (AID 1220). recombinant PMI enzyme, coupled fluorescence intensity; higher % means a stronger effect. inhibition, % at 20 µM, or IC50 in µM where a hit was titrated. actives 0.66% (n = 190,000)
MT stabilize HCS – microtubule stabilization, imaging screen. HeLa tubulin immunostaining HCS, 24 h; share of cells brighter than vehicle mean+2SD. % tubulin-high responders, % at 10 µM. actives 0.83% (n = 200,000). AID 2205;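 active = plate Z-score above 3 for both tubulin-high and condensed-nucleus cell shares, with cell loss under 80%, at 10 µM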;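 also: anti alpha tubulin signal scored within the nucleus-defined area of each cell; some results filed as inactive read as strong as hits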
Autophagy HCS – alters autophagy in cells. AID 463193. calls only at 10 µM (by protocol). MEF GFP-LC3 puncta imaging; test concentration mostly 10 µM. actives 0.98% (n = 190,000);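 active = percentage of spot-positive cells more than 3 SD above its plate mean, without a fluorescence outlier flag or 80% toxicity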;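 also: spot-positive cell cutoff set from DMSO-treated cells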
PMI inhibitors – inhibitors of human PMI, primary screen, biochemical, fluorescence intensity, coupled assay (AID 1209) | purified PMI enzyme, coupled fluorescence intensity; higher % means a stronger effect | one-dose inhibition, % at 20 µM; IC50 in µM for titrated hits | actives 0.42% (n = 190,000);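 also: plate controls were DMSO vehicle for no effect and wells lacking substrate for full effect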
b-catenin transl – beta-catenin nuclear translocation modulation; actives 0.3% (n = 190,000); HeLa beta-catenin nuclear translocation, immunofluorescence imaging; AID 1665; nuclear translocation activity, % at 5 µM;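 active = nuclear translocation activity above 50% at 5 µM, with a well cell count of 50 or more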;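 also: per-cell ratio of nuclear to cytoplasmic median beta-catenin stain intensity; plate controls were DMSO negative control for no effect and GSK-3 inhibitor IX positive control for full effect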
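Assay system: human HeLa cells, native beta-catenin; doses: 5 µM primary, 0.02–20 µM confirmation; incubation: compound treatment 24 h, 37°C, 5% CO2; technique: fluorescence imaging of beta-catenin antibody stain plus DAPI; measure: % activation, nuclear-to-cytoplasmic median beta-catenin signal ratio per cell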
T cell modulator – T cell immune modulation candidate. 2C CD8+ T cell-vesicle binding, flow cytometry; stronger effect = lower value. calls only at 7 µM. actives 0.068% (n = 330,000). AID 2052;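 active = response, share of CD8 T cells binding vesicles, and their 90th percentile fluorescence all below set limits, cut at about 80% in these data, passing the limit was not always enough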
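material = purified 2C TCR transgenic mouse naive CD8+ T cells | controls = Unloaded micro-vesicles (low), QL9 vesicles with 0.7% DMSO (high) | detection = cytometric PE anti-B7-1 and Alexa647 anti-CD8 signals after 1% paraformaldehyde fixation | incubation = binding step 1.5 h, 37 °C, antibody labelling 20 min, ice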
TNAP activation fold – human TNAP enzyme activators, primary screen, biochemical, luminescent, no phosphate acceptor, uHTS (AID 1001); purified TNAP, luminescent activation assay, no phosphate acceptor; higher activation fold means a stronger effect; activation fold at 20 µM; hits with a dose series show EC50 in µM; actives 0.03% (n = 200,000); in the data active = activation fold from about 3, or a potency from the dose series; inactive = the rest, 99 in 100 with activation fold below about 1.6; also: many of its hits are not listed in these tables
Ins promoter up – MIN6 insulin promoter up-regulation. z-score at 5 µM. actives 0.3% (n = 190,000). MIN6 insulin promoter-GFP reporter, high-content imaging; stronger effect = higher value;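 active = z-score above 3 at 5 µM with at least 500 cells counted in the well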
Lipid droplet – modulators of hepatic lipid droplet formation | inhibition, % at 6.5 µM | AID 1656 | actives 0.4% (n = 240,000) | AML12 mouse hepatocytes, oleate lipid droplets, BODIPY imaging;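 active = lipid droplet intensity inhibited by at least 50%, with more than 500 cells counted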
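Material: mouse AML12 hepatocyte cell line, fixed after treatment; Timing: compound with oleate, overnight; Technique: high-content imaging of BODIPY-stained droplets and DAPI nuclei; Probe or stimulus: oleate, 100 µM final; Dosing: compound at 6.5 µM only.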
Ins promoter up cell count – second read-out of Ins promoter up, no call of its own (marks repeat the call); cell count; measured here: cytotoxicity, nuclei count;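 total cells summed across four imaged fields per well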
Lipid droplet cells 6.5 µM – also measured in Lipid droplet; calls as there; cell count; measured here: cell count, cytotoxicity flag;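 cells counted across two imaged fields per well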
b-catenin transl cell count 5 µM – also measured in b-catenin transl; calls as there; cell count; measured here: cell count, cytotoxicity flag
T cell modulator vesicle-bound % – recorded beside T cell modulator, whose call it bears; double positive events, %; measured here: CD8+ vesicle-bound cell fraction;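 binding gate set so that unloaded-vesicle control wells show 10% double positive cells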
MT stabilize HCS Hoechst-high % – also measured in MT stabilize HCS; calls as there; % Hoechst-high responders; measured here: nuclear condensation Hoechst responders;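 share of cells brighter than vehicle mean plus two SD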
MT stabilize HCS cytotoxicity % – second read-out of MT stabilize HCS, no call of its own (marks repeat the call); toxicity, %; measured here: cytotoxicity by cell density;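 0% = mean cell density of plate MIN control wells and 100% = no cells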
Autophagy HCS cell loss 18 h – further read-out of Autophagy HCS, marked with its call; toxicity, %; measured here: cell loss, nuclei count;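 cell loss after 18 h compound exposure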
* = called active by the depositor; i = inactive; / = no result given. Rule as the data show it, unless noted: active = inhibition above about 50%; inactive = the rest.

canonical_smiles,b-catenin transl,MT stabilize HCS Hoechst-high %,Lipid droplet cells 6.5 µM,human PMI inhibitors,Autophagy HCS,Ins promoter up cell count,Lipid droplet,MT stabilize HCS,MT stabilize HCS cytotoxicity %,Ins promoter up,TNAP activation fold,PMI inhibitors,T cell modulator vesicle-bound %,Autophagy HCS cell loss 18 h,T cell modulator,b-catenin transl cell count 5 µM
O=C(CSc1nnc2ccc3ccccc3n12)N1CCOCC1,-2.3,3.1,621,0%,i,1120,-20,1.5,9.1,0.24,1,-2%,21,1,i,598
COCCCNc1ccc([N+](=O)[O-])cc1C(=O)Nc1cccc(C)n1,-0.6,2.2,653,11%,i,1468,11,5.7,2.8,-0.53,1,5%,12,2,i,914
O=c1c2ccccc2nc(SCc2ccccc2)n1CC1CCCO1 (stereo not given),0.6,/,673,/,/,1059,1,/,/,-1.5,/,/,48,/,i,1340
Cc1ccc(NC(=O)CCn2nnc3ccccc32)cc1,0.3,1.5,675,3%,i,1474,1,3.1,12,-0.1,1.1,7%,40,-8,i,1457
COc1ccc(N2CCC(CNC(=S)Nc3cccc(OC)c3)C2)cc1 (stereo not given),0.5,2.6,503,45%,i,1443,-39,3.3,4.4,-0.64,1.1,30%,54,11,i,1024
CCn1c(NC(=O)c2nn(C)cc2Br)nc2ccccc21,/,2.3,652,-5%,i,1247,-12,5.2,1.5,-0.08,1,-3%,30,2,i,/
Cc1nnc(SCc2cc(=O)[nH]c(=S)[nH]2)s1,0.2,1.2,662,6%,i,1520,3,3.6,2.1,-0.24,1.1,8%,28,-14,i,1467
CCn1c(SCC(=O)NC2CCCc3ccccc32)nnc1-c1cccs1 (stereo not given),0.0,2.0,/,3%,i,1624,/,3.0,5.1,-0.19,1.1,-3%,20,9,i,1321
COc1ccc(-c2cc(C(=O)OCC(=O)NC(C)(C)C)c3ccccc3n2)cc1,-2.9,2.9,684,6%,i,1329,3,2.9,11,-0.43,1.1,0%,21,-4,i,1061
CCOCCn1c(N2CCN(c3ccc(OC)cc3)CC2)nc2c1c(=O)n(C)c(=O)n2C,1.4,2.7,/,2%,i,1149,/,1.5,10,-0.85,1,-11%,7,8,i,1133
CCOC(=O)/C=C1\SCC(=O)N1CC(=O)NC(c1ccccc1)c1ccccc1,/,3.5,674,-7%,i,1368,17,2.4,3.4,0.64,1.5,-3%,25,6,i,/
COc1ccc(CCNC(=O)CCNS(=O)(=O)c2cccc3nsnc23)cc1OC,1.1,2.9,702,-1%,i,1455,-12,2.8,6.0,0.27,1.1,4%,53,4,i,930
Cc1cc(OCCCCCn2ccnc2)cc(C)c1Cl,15,1.3,817,-24%,i,/,-22,2.8,2.1,/,1.2,-21%,29,12,i,510
CCOC(=O)/C(=N\Nc1cc(C(F)(F)F)ccc1Cl)N(CC)CC,-5.3,1.4,750,-6%,i,/,18,1.4,5.3,/,1,2%,50,41,i,1229
COc1cccc2cc(-c3n[nH]c(=S)n3C)oc12,0.3,3.9,712,15%,i,1328,44,3.7,8.8,0.32,0.9,5%,42,5,i,956
COc1ccc(C2CC(=O)C=C(NCCC(C)C)C2)cc1 (stereo not given),1.4,2.1,666,-6%,i,/,-6,3.1,5.8,/,1.1,-16%,60,4,i,1066
COc1ccc(Br)cc1C(=O)Nc1ccc(NC(=O)c2ccco2)cc1,-3.4,3.1,713,-8%,i,743,-3,4.1,7.4,-0.09,1.1,-7%,7,-5,i,1141
Cc1ccc(-n2nc(C(=O)O)cc2-c2ccc(Cl)cc2)cc1,1.6,1.6,728,-6%,i,1075,-5,5.0,5.4,-0.66,1,-10%,45,6,i,1061
COC(=O)c1cn(NC(=O)c2cccc(F)c2)c(=O)c2ccccc12,/,2.5,750,7%,i,894,-2,0.8,12,0.59,1.1,19%,14,-2,i,/
CCC(C)NC(=S)N1CCN(C)CC1 (stereo not given),-0.8,2.0,706,-3%,i,1267,0,2.0,1.4,-0.28,1.4,-1%,51,6,i,1033

3 entries from above, arranged by the number in PMI inhibitors, smallest number first:
smiles | PMI inhibitors
CCOC(=O)/C=C1\SCC(=O)N1CC(=O)NC(c1ccccc1)c1ccccc1 | -3%
COc1cccc2cc(-c3n[nH]c(=S)n3C)oc12 | 5%
Cc1ccc(NC(=O)CCn2nnc3ccccc32)cc1 | 7%

The main list resumes with the 2 entries that preceded the break.
canonical_smiles,b-catenin transl,MT stabilize HCS Hoechst-high %,Lipid droplet cells 6.5 µM,human PMI inhibitors,Autophagy HCS,Ins promoter up cell count,Lipid droplet,MT stabilize HCS,MT stabilize HCS cytotoxicity %,Ins promoter up,TNAP activation fold,PMI inhibitors,T cell modulator vesicle-bound %,Autophagy HCS cell loss 18 h,T cell modulator,b-catenin transl cell count 5 µM
COC(=O)c1cn(NC(=O)c2cccc(F)c2)c(=O)c2ccccc12,/,2.5,750,7%,i,894,-2,0.8,12,0.59,1.1,19%,14,-2,i,/
CCC(C)NC(=S)N1CCN(C)CC1 (stereo not given),-0.8,2.0,706,-3%,i,1267,0,2.0,1.4,-0.28,1.4,-1%,51,6,i,1033
CC(C)[C@H](NC(=O)c1ccccc1)C(=O)OCC(=O)N1CCCCCC1,0.5,1.4,640,-5%,i,1376,16,5.1,3.7,0.05,1.1,8%,43,-7,i,1122
Cc1cccc(N(CC(=O)N2CCN(C)CC2)S(=O)(=O)c2ccccc2)c1,0.3,3.0,761,-3%,i,1380,-12,0.9,5.1,-0.75,1,4%,58,-11,i,991
Cc1ccccc1NC1=C(Cl)C(=O)OC1NC(=O)c1ccccc1 (stereo not given),-0.7,1.4,676,2%,i,/,-2,1.0,9.7,/,1.1,8%,30,10,i,1078
O=C(O)/C=C/C(=O)NC1CCS(=O)(=O)C1 (stereo not given),-1.2,1.7,668,-7%,i,1222,6,4.7,5.2,0.49,1,-11%,9,-3,i,1133
CN1C(=O)/C(=C2\SC(=S)N(CCCCCC(=O)O)C2=O)c2ccccc21,-0.9,/,709,/,/,1079,0,/,/,-0.06,/,/,50,/,i,1261
CCC(CC)C(=O)Nc1cccc(C(=O)N2CCCCCC2)c1,0.1,1.8,733,5%,i,1152,-8,4.1,6.6,0.62,1.1,0%,20,7,i,960
N#CCC(=O)N/N=C/c1ccc(Cl)cc1,-1.4,/,689,/,/,993,6,/,/,0.91,/,/,23,/,i,1380
COc1cnc(-c2ccccc2)nc1Oc1ccc(C(C)(C)C)cc1,0.0,1.7,/,5%,i,1477,/,2.1,12,-0.39,1.1,11%,54,-31,i,788
CCCCCCC(=O)Nc1nc(C)c(-c2csc(Nc3cccc(OC)c3)n2)s1,0.2,2.0,/,-8%,i,1240,/,2.7,9.2,-1.8,1,-11%,/,-29,/,967
Cc1csc(N(C(=O)c2cccc(S(=O)(=O)N(C)C)c2)c2ccccc2)n1,-6.2,2.4,/,-1%,i,1107,/,2.2,9.0,-0.35,1.1,1%,16,13,i,885
Cc1c(NC(=O)C(C)OC(=O)COc2ccccc2)c(=O)n(-c2ccccc2)n1C (stereo not given),-3.1,1.5,669,9%,i,1236,33,2.2,5.8,0.86,1,0%,22,-4,i,1126
COc1cccc(Oc2cncnc2-c2ccc(OC)cc2O)c1,0.8,2.3,/,5%,i,1174,/,5.7,5.7,0.04,1.1,2%,57,11,i,968
Cc1ccccc1N1C(=O)CC2(CCCC2)CC1=O,-1.6,3.4,772,0%,i,1308,21,1.1,4.7,0.03,1.2,-9%,46,3,i,946
Cc1csc2nc(NC(=O)c3ccccc3)sc(=O)c12,-0.4,/,765,/,/,960,-12,/,/,-0.35,/,/,32,/,i,1298
COC(=O)c1ccccc1OCC(=O)NC1CCCCC1,/,2.9,728,0%,i,1273,2,3.6,5.7,0.05,1.1,5%,8,-4,i,/
OCCCNc1ncnc2sc(-c3ccccc3)cc12,4.6,3.5,678,9%,i,1264,2,3.1,0.5,-0.46,1.1,12%,63,12,i,762
CCCc1nc(SC)[nH]c(=O)c1C,0.4,/,739,/,/,1376,12,/,/,0.11,/,/,60,/,i,1338
CCCCNC(=O)c1c(N)n(/N=C/c2ccccn2)c2nc3ccccc3nc12,-0.7,1.6,/,0%,i,1155,/,4.5,1.9,-1.2,1,4%,37,-4,i,868
Cc1ccccc1NC(=O)CN1C(=O)N/C(=C\c2ccc(N3CCOCC3)c(F)c2)C1=O,-1.8,1.8,623,-2%,i,1459,1,3.7,8.1,0.82,1,-2%,51,-7,i,1004
CCOc1ccc(/C(CCC(=O)O)=N/NC(=S)NC(C)C)cc1,-3.8,2.2,666,-9%,i,1338,-13,2.9,2.1,-0.57,1.1,-13%,48,15,i,1136
Cc1ccc(O)c(NC(=O)c2noc(C(C)C)c2[N+](=O)[O-])c1,0.6,2.3,728,-8%,i,1212,4,2.9,8.9,0.1,0.9,-7%,56,-8,i,1049
Cc1ccc(N)cc1-n1c(C)ccc1C,3.3,2.9,763,28%,i,737,-8,2.5,8.3,0.27,1,25%,30,20,i,972
COc1ccccc1CCNS(=O)(=O)c1ccc(C(=O)O)n1C,-0.3,/,708,/,/,1065,0,/,/,-0.25,/,/,43,/,i,1290
Cc1ccc2c(c1)CCCN2C(=O)Nc1ccc2c(c1)OCO2,/,1.1,752,3%,i,1150,-1,2.6,2.8,0.52,1,18%,38,6,i,/
CCOc1ccc2nc(/N=C/c3nc(-c4ccc(Br)cc4)oc3O)sc2c1,-3.4,2.2,509,3%,i,1481,-36,4.2,5.2,-0.21,1,9%,49,5,i,1072
Cc1cccc(C)c1-n1cccc1/C=C1\SC(=S)N(c2cccc(C(=O)O)c2)C1=O,-0.6,1.5,679,3%,i,913,-7,2.0,9.5,0.05,1,1%,48,14,i,1169
